# Bioassay records as filed in PubChem.
# beta cell repl: induces beta-cell replication in MIN6 cells. MIN6 cells proliferation, ATPlite luminescence, 48 h; cells starved in 0.2% serum; 100% = growth in 10% serum. proliferation, % at 10 µM. 330,000 compounds, 0.29% hits;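 active = compounds whose signal lies at least 3.5 SD above the mean of all wells on their plate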;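 note: 0% = DMSO-treated cells in low-serum medium and 100% = 10% serum control; some compounds called inactive have numbers as strong as hits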
# SENP8 block-1: inhibitors of human SENP8 protease; Q96LD8; purified SENP8, Z-RLRGG-aminoluciferin cleavage, luminescence; inhibition, % at 10 µM; 330,000 compounds, 1.2% hits; AID 2540; in the data active = inhibition above about 50%
# SENP6 inh: SENP6 protease inhibition | Q9GZR1 | Recombinant SENP6 catalytic domain, aminoluciferin luminescence | inhibition, % at 10 µM | 330,000 compounds, 1.8% hits;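 active = inhibition above about 50% at the single tested dose, limit read from the data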;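 note: plate controls were DMSO wells with enzyme for no effect and DMSO wells lacking enzyme for full effect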
# Target sequence (Q9GZR1 628-1112 limits assumed): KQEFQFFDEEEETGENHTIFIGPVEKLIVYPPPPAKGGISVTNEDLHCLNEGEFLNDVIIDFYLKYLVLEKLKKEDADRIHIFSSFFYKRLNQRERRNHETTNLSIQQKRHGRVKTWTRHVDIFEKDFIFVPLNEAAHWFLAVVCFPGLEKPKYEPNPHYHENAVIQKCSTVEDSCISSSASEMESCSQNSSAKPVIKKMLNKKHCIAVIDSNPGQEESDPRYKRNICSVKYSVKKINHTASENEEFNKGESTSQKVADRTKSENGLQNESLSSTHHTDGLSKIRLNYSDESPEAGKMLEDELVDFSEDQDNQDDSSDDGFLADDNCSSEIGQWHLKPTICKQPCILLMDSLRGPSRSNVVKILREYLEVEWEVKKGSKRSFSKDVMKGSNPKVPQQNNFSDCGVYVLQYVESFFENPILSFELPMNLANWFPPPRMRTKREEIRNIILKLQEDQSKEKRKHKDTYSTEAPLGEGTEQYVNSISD
# HKDC1 inh: blocks human hexokinase HKDC1 activity. 340,000 compounds, 0.16% hits. inhibition, % at 20 µM. recombinant HKDC1, G6PDH/diaphorase resazurin coupled fluorescence. Q2TB90;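 active = inhibition above about 35% when tested at 20 µM, limit read from the data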;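 note: plate controls were DMSO wells with enzyme for no effect and DMSO wells lacking enzyme for full effect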
#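 Test system: recombinant HKDC1 (HK5) hexokinase enzyme, produced in-house; Amount: enzyme 5 µg/mL final; Buffer or medium: Tris pH 8.0 buffer with MgCl2, Tween-20, BSA, BME; Reagent: glucose and ATP substrates; Doses: 20 µM test compound, 1% DMSO; Incubation: 90 min reaction incubation at room temperature, dark; Detection: resorufin fluorescence at 613 nm.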
# PfGluPho inh: PfG6PD (Plasmodium falciparum) enzyme inhibition. PfGluPho enzyme, NADPH resazurin-diaphorase fluorescence. inhibition, % at 20 µM. 350,000 compounds, 0.78% hits. AID 504690;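 active = inhibition reaching at least a set limit at 20 µM in the primary screen, cut at about 59% in these data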;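 note: 0% = DMSO wells with substrate and 100% = DMSO wells lacking glucose-6-phosphate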
# SENP8 block-2: blocks human SENP8 cleavage of Nedd8 substrate | Q96LD8 | recombinant SENP8, Nedd8 substrate fluorescence | inhibition, % at 20 µM | 360,000 compounds, 0.64% hits | AID 602440; in the data active = inhibition mostly above about 40%, no sharp cut-off; inactive = mostly below about 27%
# SENP7 inh: inhibitors of human SENP7 protease; Q9BQF6; recombinant SENP7, Z-RLRGG-aminoluciferin luminescence, 40 min; inhibition, % at 5 µM; 330,000 compounds, 1.5% hits; AID 434973;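 active = inhibition above about 50% at the single test dose, limit read from the data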;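 note: plate controls were DMSO with enzyme for no effect and no enzyme buffer wells for full effect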
# SENP1 FRET inh: inhibitors of human SENP1 SUMO protease catalytic domain. inhibition, % at 10 µM. AID 624204. 360,000 compounds, 0.21% hits. recombinant SENP1 catalytic domain, CyPet-SUMO1-YPet FRET cleavage;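 active = inhibition at least 30% at 10 µM, raw YFP signal under a set limit, fluorescence ratio 0.5 to 1.5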;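 note: 0% = enzyme with DMSO and 100% = no enzyme wells; some results filed as inactive read as strong as hits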
# Target sequence (Q9P0U3 419-644 limits assumed): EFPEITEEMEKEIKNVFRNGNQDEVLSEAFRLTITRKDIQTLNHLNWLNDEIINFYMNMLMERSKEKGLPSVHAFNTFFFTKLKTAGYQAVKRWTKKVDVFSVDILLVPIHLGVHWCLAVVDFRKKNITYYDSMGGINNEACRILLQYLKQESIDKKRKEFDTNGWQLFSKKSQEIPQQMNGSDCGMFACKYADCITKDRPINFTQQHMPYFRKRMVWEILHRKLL
#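 System: Recombinant human SENP1 catalytic domain, His6-tagged | Incubation: Enzyme reaction for 50 min at room temperature, dark | Medium: Tris pH 8 with BME, BSA, NP40 and catalase | Also added: 25 nM SUMO1 FRET substrate | Compound: 10 µM single point, 0.5% DMSO | Measured by: FRET fluorescence in CFP and YFP emission channels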
# UBC13 inh: human UBC13 polyubiquitination inhibition; inhibition, % at 20 µM; 330,000 compounds, 0.47% hits; UBC13 polyubiquitin chain formation, TR-FRET; P61088; in the data active = inhibition above about 45%, passing the limit was not always enough
# Target sequence (P61088 whole entry, looked up): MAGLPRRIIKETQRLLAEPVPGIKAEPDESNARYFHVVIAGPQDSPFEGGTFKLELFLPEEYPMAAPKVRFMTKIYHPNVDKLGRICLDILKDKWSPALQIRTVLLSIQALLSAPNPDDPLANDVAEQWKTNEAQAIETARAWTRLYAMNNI
# Starred values were filed as active, the others as inactive; nt = not tested or not shown.
molecule,beta cell repl,SENP8 block-1,SENP6 inh,HKDC1 inh,PfGluPho inh,SENP8 block-2,SENP7 inh,SENP1 FRET inh,UBC13 inh
O=C(NCC(O)COc1ccc([N+](=O)[O-])cc1)c1ccccc1 (stereo not drawn),3,-2,-39,-4,-2,19,6,1,1
CNC(=O)c1nnn(-c2ccccc2)c1C(=O)NC,0,-6,-5,2,-8,28,-4,1,2
Cn1c(SCc2ccc(Cl)cc2)nnc1C1CC1,2,1,1,8,16,5,-2,4,1
O=C(O)c1ccc(C2SCC(=O)N2Cc2ccco2)cc1 (stereo not drawn),2,7,-24,-3,13,17,-1,1,4
COC(=O)c1cc(C(=O)OCC(=O)Nc2cc(C)on2)cc([N+](=O)[O-])c1,-1,-7,11,3,-1,17,-4,3,-1
CCOc1ccc(NS(=O)(=O)c2ccc(Cl)c(C(=O)N(C)Cc3cccnc3)c2)cc1,-1,-2,-1,1,-26,7,-2,1,-16
COc1cccc(CN(C)C(=O)c2cc(-c3cccs3)nc3ccccc23)c1,-2,6,2,3,7,-411,-3,0,18
Cn1nc(-c2ccc(C(=O)N3CCN(Cc4ccccc4)CC3)cc2)c2ccccc2c1=O,-6,-3,-6,-3,-3,1,-1,0,-14
CCc1ccc(NS(=O)(=O)c2ccc3[nH]cc(C(=O)N4CCc5ccccc54)c(=O)c3c2)cc1,-5,-6,0,-7,-23,-46,0,1,-3
CN1CCN(C(=O)C2=C[C@H](C(C)(C)C)C[C@H](OCCCCO)O2)CC1,-2,-13,-20,-6,-1,17,-22,-1,-8
CCOC(=O)C1=C(O)/C(=C/c2ccc(OCC(=O)O)c(OC)c2)SC1=Nc1ccc(OCC)cc1,-2,-4,-13,16,18,-56,0,-28,-7
O=C(Nc1ccccc1)/C(=C/c1cccc(Br)c1)NC(=O)c1ccco1,-1,-3,1,-9,17,0,-5,-16,-2
CCc1ccc(NC(=S)NC2CC3CCC(C2)N3Cc2ccco2)cc1 (stereo not drawn),-3,1,11,6,-13,20,9,0,7
O=C(Cc1ccccc1)Nc1ccc(CN2CCOCC2)cc1,-1,-8,-7,-4,-15,14,-4,2,-5
COc1ccc(CNC(=O)CSc2nc(SC)ns2)cc1,-2,2,-9,-2,-3,11,0,1,0
O=C(Cc1c[nH]c2ccccc12)NCC(=O)Nc1ccc(F)c(F)c1F,-1,-1,2,-4,-4,-9,2,-9,8
COCCn1c(-c2ccc(OC)cc2)nc2oc3cc(OC)ccc3c(=O)c2c1=O,-3,-1,9,-6,10,-239,5,-1,13
S=c1[nH]nc(-c2cccnc2)n1Cc1ccccc1,0,-6,5,-6,7,14,-4,0,5
O=C(CSc1nnc(-c2ccco2)o1)NCCc1ccccc1,0,3,-9,0,7,9,4,0,-2
Cc1onc(-c2ccccc2)c1C(=O)N/N=C/c1ccc([N+](=O)[O-])c(O)c1,-1,6,22,-2,-2,33,-2,1,-34

# Reprinted from the part before: 3 entries, then new ones.
molecule,beta cell repl,SENP8 block-1,SENP6 inh,HKDC1 inh,PfGluPho inh,SENP8 block-2,SENP7 inh,SENP1 FRET inh,UBC13 inh
S=c1[nH]nc(-c2cccnc2)n1Cc1ccccc1,0,-6,5,-6,7,14,-4,0,5
O=C(CSc1nnc(-c2ccco2)o1)NCCc1ccccc1,0,3,-9,0,7,9,4,0,-2
Cc1onc(-c2ccccc2)c1C(=O)N/N=C/c1ccc([N+](=O)[O-])c(O)c1,-1,6,22,-2,-2,33,-2,1,-34
N#CCSc1nnc(Nc2ccccc2)s1,-1,2,1,3,1,10,1,3,4
CCN(CC)c1ccc(NC(=O)CCc2nnc3ccc(N4CCCCC4)nn23)c(C)c1,-5,1,-4,2,56,-3,8,0,9
CCCCc1c(C)nc(N2CCCC2)[nH]c1=O,2,14,6,-4,-8,19,0,-2,0
Cc1cc(C)cc(OCC(=O)NC2=NCCS2)c1,1,2,5,-6,-15,20,9,2,-2
CN(Cc1ccccc1F)C(=O)C1CCCN(C(=O)c2ccc(Cl)cc2)C1 (stereo not drawn),5,-2,-14,-4,7,3,5,1,-3
Cc1nc(SCC(=O)Nc2ccc(CN3CCCC3)cc2)c2c(C)c(C)sc2n1,-8,1,-2,-4,12,4,7,0,22
COc1cccc(C(=O)Nc2cc([N+](=O)[O-])ccc2N2CCN(C)CC2)c1,-2,6,-10,1,5,11,-2,1,-25
O=S(=O)(c1cnc[nH]1)N1CCN(c2ccccc2)CC1,1,-1,-2,-6,-5,-4,12,1,0
CCOc1ccc(CNc2ncc(-c3ccccc3)n2C)cc1,2,-9,-17,-5,2,-39,-7,0,4
O=C(COC(=O)c1ccncc1)Nc1cccc2ccccc12,-4,-2,0,6,-13,-18,3,-2,18
CCOC(=O)C1CCCN(C(=O)C2CCN(Cc3nc(-c4ccc(Cl)cc4)oc3C)CC2)C1 (stereo not drawn),nt,nt,nt,-3,-4,-13,nt,-8,nt
CCOC(=O)N1CCN(C(=O)c2c(Cl)cnn2C)CC1,6,4,8,1,4,7,0,-1,4
CCc1cccc(CC)c1NC(=O)COC(=O)CCc1cc(OC)c(OC)c(OC)c1,0,-8,-7,-7,-6,6,-9,1,2
CC(C)(C)C(=O)O/N=C(\N)COc1cccc(Cl)c1,-4,3,-27,3,0,13,-2,2,-2
CC(=O)CC(=O)Nc1nc(C)cc(C)n1,-2,5,4,-13,6,5,0,-4,2
c1csc(-c2nnc(COc3ncnc4sccc34)o2)c1,0,1,2,-4,14,-47,-1,-61,2
COc1ccc(NC(=O)/C=C/C(=O)O)c(OC)c1,-1,5,14,-1,16,19,5,1,-4
CSc1cccc(NC(=O)c2sc3nc4n(c(=O)c3c2C)CCC4)c1,4,-18,-27,0,5,7,-10,0,-1
Cc1ccc(C(C(=O)NC2CCCC2)N(C(=O)c2csnn2)c2cccc(F)c2)o1 (stereo not drawn),-2,7,-4,-5,9,-1,-5,1,5
CC(C)C/C(O)=C/c1nc2cc(Cl)ccc2oc1=O,0,-9,16,1,-10,-11,10,-2,7
O=C(Nc1ccncc1)c1ccccc1F,2,-5,-10,-2,-2,11,8,3,5
COc1cccc(N=CC2=C(O)CCCC2=O)c1,0,-9,-20,-6,1,-11,2,-1,-3
CCSc1ccccc1C(=O)N1CCCC1,-5,-16,-22,-7,10,16,-18,1,-4
C=CCNC(=O)C1CC(=O)N(c2ccc(OCC(=O)Nc3ccc(C)cc3)cc2)C1 (stereo not drawn),-3,0,-7,-1,-8,14,-4,0,-1
O=C(CSCc1ccc(F)cc1)Nc1nc2c(s1)CCCC2,-2,4,-10,-7,-10,25,4,2,14
CC(NC(=O)CN1CCN(c2cccc(Cl)c2)CC1)c1ccccc1 (stereo not drawn),-2,-7,-23,-4,-5,14,-9,0,-4
Cc1cc(Br)ccc1NC(=O)CN(C)C(=O)C1CCN(C(=O)c2ccc(F)cc2)CC1,2,-5,-11,-1,-4,15,-4,0,-2
Cn1c(=O)c2c(nc(OCc3cccnc3)n2Cc2ccccc2)n(C)c1=O,-2,-10,-19,-7,-9,10,-8,-1,-3
Cc1ccc([N+](=O)[O-])cc1NC(=O)CSc1nnc(C)n1CC1CCCO1 (stereo not drawn),0,1,7,-5,5,2,-4,2,5
Oc1ccccc1CNCCCNCc1ccccc1O,-6,-2,-2,-4,-11,17,-11,0,0
Cc1onc(-c2ccccc2)c1C(=O)N1CCN(S(=O)(=O)c2ccccc2C(F)(F)F)CC1,-3,10,-12,-3,2,1,-2,-2,-4
CCC1=NN2C(=N)/C(=C\c3cccn3-c3ccc(C)cc3C)C(=O)N=C2S1,-4,2,2,12,-35,2,5,-6,-8
Cc1cc(C)n(NC(=S)NC2CCCC2)c(=O)c1C#N,-1,-2,-8,-4,-7,22,6,3,-1
Cc1cccc(Nc2nc(N)nc(CN3CCN(c4ccccc4)CC3)n2)c1,-3,-5,-11,-7,-4,11,0,-3,-12
Cc1ccc(OCc2ccc(C(=O)Nc3cc(C)on3)o2)c([N+](=O)[O-])c1,-3,0,0,6,-10,2,-5,0,8
Cc1cc(NC(=O)CCCC(=O)OCC(F)(F)C(F)F)cc(C)c1C(=O)O,-1,0,1,-2,-7,16,0,2,-2
Cc1cc(C(=O)O[C@H]2[C@H](C)NS(=O)(=O)[C@H]3C[C@@H]4C=C[C@]23O4)cc([N+](=O)[O-])c1,-3,-6,-6,-6,1,2,-7,0,-14
COc1ccc(OC)c(NC(=O)N[C@@H](Cc2ccccc2)C(=O)O)c1,2,-10,8,-6,-9,17,-5,0,11
CN1CN(C)c2ccc([N+](=O)[O-])c3cccc1c23,1,7,20,10,31,25,5,26,-233
Cc1ccc(Nc2nnc(SCC(=O)NCC3CCCO3)s2)cc1 (stereo not drawn),-3,-7,-13,-6,16,0,0,3,14
c1ccc(-c2ccc(SCc3cccnc3)nn2)nc1,-3,-4,-30,-8,2,11,-5,-2,-10
CCOC(=O)C1=CN(Cc2cccc(F)c2)S(=O)(=O)N(CC)C1c1ccc2ccccc2c1 (stereo not drawn),nt,nt,nt,2,8,20,-3,3,nt
COc1cc(NS(=O)(=O)c2ccc(NC(=O)c3ccco3)cc2)nc(OC)n1,0,-3,12,-9,4,9,-5,2,7
COc1ccc(C(=O)Nc2nc(-c3ccc(OC)cc3)c(-c3ccc([N+](=O)[O-])cc3)s2)cc1,-2,-7,-32,0,2,-33,-1,-27,-23
Cc1[nH]n(-c2ccccc2)c(=O)c1Sc1ccc(Cl)cc1,0,8,32,3,-17,40,6,4,-11
COC(=O)c1ccc(Cl)c(NC(C)=O)c1,-3,1,-14,7,-12,4,-1,0,4
COCc1cc(CN(C)C(=O)C2CCC(=O)N(Cc3cccc(OC)c3)C2)[nH]n1 (stereo not drawn),-2,-12,-1,-2,-9,6,9,-1,-4
Cc1ccc(C(=O)Nc2ccc3c4c(cccc24)CC3)cc1[N+](=O)[O-],0,0,11,-9,14,12,-1,1,-14
S=c1[nH]nc(-c2ccncc2)n1/N=C/c1cccc(Cl)c1,4,2,10,-4,15,22,0,4,-3
N#C/C(=C\c1ccc(N2CCOCC2)o1)c1ccccc1,-5,11,-3,-9,48,-26,7,-10,-54

# Continuation.
molecule,beta cell repl,SENP8 block-1,SENP6 inh,HKDC1 inh,PfGluPho inh,SENP8 block-2,SENP7 inh,SENP1 FRET inh,UBC13 inh
COc1ccc(CCNC(=O)/C=C/c2cc(OC)c(OC)c(OC)c2)cc1OC,0,-2,-7,-3,-22,-103,-8,0,12
CCSc1nnc(NC(=O)CSc2nc3c(c(=O)n2CC)SC(C)C3)s1 (stereo not drawn),-3,-2,-18,1,-6,16,-5,1,-11
Cc1cccc(OCCCSc2nc3ccccc3[nH]2)c1,-3,-3,-18,5,7,6,2,1,10
Cc1c(OCc2ccccc2)c(=O)ccn1Cc1ccccc1,-1,0,-7,-5,-15,16,4,1,14
CCC(=O)Nc1ccc(/C(C)=N\NS(=O)(=O)c2ccc(C)cc2)cc1,-1,-9,-16,-3,-11,23,-10,0,-11
